M1 ag parental: M1 agonist counterscreen hit in parental CHO-K1 cells; Fluo-8 calcium fluorescence; scaled to maximal ATP response, vehicle zero; activation, % at 3 µM; 360,000 tested, 0.48% active; in the data active = activation above about 15%;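 note: untransfected CHO-K1 host cells lacking M1 receptor as counterscreen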
CHO-K1 Ca antag: nonselective inhibitor or artifact in parental CHO-K1 cells. ATP-induced calcium, Fluo-8 fluorescence. 360,000 tested, 0.6% active. inhibition, % at 3 µM;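 active = inhibition above a per-plate cutoff, the plate's mean sample inhibition plus 3 SD, cut at about 24% in these data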;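 note: 0% = DMSO plus EC80 ATP and 100% = DMSO alone without ATP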
CHRM5 agonist: agonists of human muscarinic M5 receptor (CHRM5); P08912; activation, % at 3 µM; CHO-K1 hM5 cells, Fluo-8 calcium fluorescence; 0% DMSO wells, 100% maximal acetylcholine response; AID 624037; 360,000 tested, 0.19% active;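 active = activation above the run's mean over test compounds plus 3 SD, cut at about 23% in these data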;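 note: signal is peak over basal fluorescence ratio across the kinetic read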
Target sequence (P08912 whole entry, looked up): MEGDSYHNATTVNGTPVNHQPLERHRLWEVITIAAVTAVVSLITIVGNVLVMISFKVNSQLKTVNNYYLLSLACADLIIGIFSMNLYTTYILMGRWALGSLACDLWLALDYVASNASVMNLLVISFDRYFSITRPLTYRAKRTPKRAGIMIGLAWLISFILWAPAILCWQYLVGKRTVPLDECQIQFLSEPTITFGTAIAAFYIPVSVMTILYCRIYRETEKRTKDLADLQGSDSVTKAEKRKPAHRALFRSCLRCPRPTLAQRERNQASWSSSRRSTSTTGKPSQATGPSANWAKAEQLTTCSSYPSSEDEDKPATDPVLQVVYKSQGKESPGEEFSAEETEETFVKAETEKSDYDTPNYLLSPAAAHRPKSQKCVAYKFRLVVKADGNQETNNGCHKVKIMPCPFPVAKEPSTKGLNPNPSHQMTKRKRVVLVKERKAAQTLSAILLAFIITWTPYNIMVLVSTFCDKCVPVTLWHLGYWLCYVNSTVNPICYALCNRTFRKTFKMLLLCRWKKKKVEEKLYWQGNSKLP
CHRM4 antagonist: CHRM4 antagonism in calcium assay; P08173; CHO-hM4 cells, ACh EC80, Fluo-8 calcium fluorescence; inhibition, % at 3 µM; 360,000 tested, 0.73% active;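 active = inhibition above its plate's cutoff, the mean inhibition of sample wells plus 3 SD, cut at about 27% in these data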;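 note: 0% = acetylcholine EC80 with DMSO and 100% = DMSO without agonist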
Target sequence (P08173 whole entry, looked up): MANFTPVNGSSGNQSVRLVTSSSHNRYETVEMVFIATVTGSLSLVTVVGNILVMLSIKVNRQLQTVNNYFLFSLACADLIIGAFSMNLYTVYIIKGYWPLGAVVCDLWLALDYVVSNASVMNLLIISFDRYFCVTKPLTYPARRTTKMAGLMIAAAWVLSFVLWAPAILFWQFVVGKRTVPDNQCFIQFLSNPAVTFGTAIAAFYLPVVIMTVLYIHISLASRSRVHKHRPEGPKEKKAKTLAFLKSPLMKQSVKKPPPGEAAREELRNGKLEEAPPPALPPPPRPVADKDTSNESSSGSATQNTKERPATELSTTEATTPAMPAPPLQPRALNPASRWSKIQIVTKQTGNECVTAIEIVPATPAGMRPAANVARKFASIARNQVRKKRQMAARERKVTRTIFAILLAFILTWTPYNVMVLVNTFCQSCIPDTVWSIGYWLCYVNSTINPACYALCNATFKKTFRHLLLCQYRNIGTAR
M5 antag: antagonists of human muscarinic M5 receptor (CHRM5) | CHO-hM5 cells, Fluo-8 calcium fluorescence, ACh EC80 | 360,000 tested, 0.59% active | P08912 | inhibition, % at 3 µM | AID 624040;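 active = inhibition above a per-plate cutoff, the mean of that plate's test compounds plus 3 SD, cut at about 27% in these data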;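 note: 0% = acetylcholine EC80 with DMSO and 100% = DMSO without agonist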
M5 PAM: CHRM5 positive allosteric modulation; P08912; CHO-K1 hM5, Fluo-8 calcium, ACh EC20 PAM; 0% = ACh EC20, 100% = ACh EC100; activation, % at 3 µM; 360,000 tested, 0.3% active; AID 624038;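 active = activation above the run cutoff, the mean activation of all test compounds plus 3 SD, cut at about 18% in these data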
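System: CHO-K1 cell line with stable human muscarinic M5 receptor expression | Also added: EC20 acetylcholine as agonist stimulus | Compound: One concentration, 3 µM final (nominal) | Timing: Fluo-8 loading 80 min at 37 °C plus 30 min room temperature | Measured by: Fluo-8 calcium dye fluorescence, kinetic read | Read-out basis: % activation, ACh-normalized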
CHRM4 agonist: CHRM4 agonism in calcium assay | P08173 | CHO-K1 hM4/Gqi5, Fluo-8 calcium fluorescence; vehicle 0%, full acetylcholine response 100% | activation, % at 3 µM | 360,000 tested, 0.14% active;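 active = activation above the run mean over all test wells plus 3 SD, cut at about 32% in these data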;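 note: peak over basal fluorescence ratio per well then scaled between controls; 0% = DMSO wells and 100% = acetylcholine at EC100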
M1 PAM parental: counter-screen for M1 PAMs: effect in parental CHO-K1 cells. ATP EC20, Fluo-8 calcium fluorescence; 0% at ATP EC20, 100% at ATP max. activation, % at 3 µM. 360,000 tested, 0.02% active. AID 602247;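 active = activation above the run cutoff, the mean activation of all test compounds plus 3 SD, cut at about 40% in these data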;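 note: peak over basal fluorescence ratio in a 140 s read after ATP addition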
M4 PAM: positive allosteric modulators of human muscarinic M4 receptor; CHO-K1 hM4/Gqi5, Fluo-8 calcium fluorescence, ACh EC20; 0% = ACh EC20, 100% = maximal ACh; activation, % at 3 µM; 360,000 tested, 0.4% active; AID 624126;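 active = activation above its plate's cutoff, the mean activation of sample wells plus 3 SD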; note: some results filed as inactive read as strong as hits
The depositor's hits bear a star.

cpd | compound | M1 ag parental | CHO-K1 Ca antag | CHRM5 agonist | CHRM4 antagonist | M5 antag
1 | CC(=O)Nc1ccc(NC(=O)C(C)OC(=O)CCN=C2NS(=O)(=O)c3ccccc32)cc1 (centres undefined) | 1.0 | -8 | 0 | 5 | -1
2 | Cn1cccc1C(=O)NC(=O)CSc1nc2ccccc2s1 | 5.4 | -14 | 1 | -14 | 8
3 | N/C(=N\OC(=O)/C=C/c1ccccc1)c1ccc(Cl)cc1 | 1.5 | -10 | 1 | 8 | 1
4 | O=C(CN1C(=O)c2ccccc2C1=O)Nc1ccc(S(=O)(=O)N2CCOCC2)cc1 | 13 | 7 | 3 | 3 | 5
5 | CN(C(=O)c1ccc(-c2nn(C)c(=O)c3ccccc23)cc1)c1ccccc1 | 2.9 | 13 | 6 | 10 | 4
6 | Cc1c(/C=C(\C#N)C(=O)NCc2ccccc2)cc(C#N)n1C | 1.5 | -7 | -4 | -11 | 2
7 | CCCn1c(N)c(C(=O)CSc2nc3ncc(Cl)cc3[nH]2)c(=O)n(C)c1=O | 0.8 | -6 | 2 | -3 | 6
8 | CC(C)(C)c1ccc(-c2noc(-c3ccc4c(c3)CCO4)n2)cc1 | 1.3 | -19 | 6 | -2 | -5

cpd | M5 PAM | CHRM4 agonist | M1 PAM parental | M4 PAM
1 | -3 | 0 | 10 | 0
2 | -17 | 6 | 12 | 0
3 | 5 | 0 | 22 | 0
4 | 2 | 0 | 18 | -3
5 | -4 | 11 | -1 | -11
6 | 4 | 4 | 3 | 12
7 | 2 | 1 | -5 | 1
8 | 13 | 1 | 23 | 2

Remaining list, next part
cpd | compound | M1 ag parental | CHO-K1 Ca antag | CHRM5 agonist | CHRM4 antagonist | M5 antag
9 | CCN(CC)c1ccc2c(C)cc(=O)oc2c1 | -1.2 | -18 | -4 | -9 | 3
10 | CCCc1nc2ccccc2c(=O)n1CC(=O)c1ccccc1 | -0.1 | 0 | -5 | -3 | 7
11 | O=C(c1ccccn1)N1CCN(C(=O)c2ccccn2)CC1 | 0.4 | -10 | 2 | 3 | -9
12 | Cc1ccc(S(=O)(=O)N2CCN(C(=O)Cc3ccsc3)CC2)c(C)c1 | 0.8 | -3 | -2 | 3 | 14
13 | O=C(NNC(=S)NCc1ccc(Cl)cc1)c1ccc2c(c1)OCO2 | 1.4 | -13 | 0 | -1 | -7
14 | CCc1cccc(C)c1NC(=O)CO/N=C(\N)CC(=O)NC1CCCCC1 | 0.0 | -19 | 1 | -8 | -9
15 | CCN(CC)CCNC(=O)C1CCN(S(=O)(=O)N2CCCCC2)CC1 | 0.2 | -9 | -1 | -11 | -2
16 | O=C(Nc1ncc(Cc2ccc(C(F)(F)F)cc2)s1)c1ccc(-c2cccc([N+](=O)[O-])c2)o1 | 0.3 | -8 | -2 | 2 | 1

cpd | M5 PAM | CHRM4 agonist | M1 PAM parental | M4 PAM
9 | 1 | -1 | 20 | -3
10 | 1 | 1 | 1 | 18
11 | 2 | 1 | 22 | 5
12 | -7 | 3 | -16 | -8
13 | 0 | 4 | -4 | -1
14 | 15 | 1 | 15 | 16
15 | 2 | -1 | 10 | 8
16 | 0 | 0 | 13 | 1

More records:
cpd | compound | M1 ag parental | CHO-K1 Ca antag | CHRM5 agonist | CHRM4 antagonist | M5 antag
17 | COc1cc(C(F)(F)F)nc2ccc(C#CCOC(=O)Nc3ccccc3)cc12 | 1.4 | -8 | -4 | 0 | 12
18 | Cc1ncoc1C(=O)N1CCCC(C(=O)Nc2cccc(-c3ccc(F)cc3)c2)C1 (centres undefined) | 2.5 | -14 | -4 | -1 | 8
19 | COc1cc(/C=C/C(=O)c2ccc3c(c2)OCCO3)cc(OC)c1OC | 3.0 | 0 | 0 | 6 | 4
20 | Cc1cc(C)c[n+](-c2nc3ccccc3nc2[N-]S(=O)(=O)c2ccc(Br)s2)c1 | 1.2 | 3 | -2 | 4 | 8
21 | O=C(Nc1ccccc1C(=O)O)c1ccc(Cl)c(S(=O)(=O)N2CCOCC2)c1 | 0.0 | -6 | 3 | -27 | -16
22 | CC(=O)Nc1ccc(NC(=O)C(C)OC(=O)/C=C/c2cccs2)cc1 (centres undefined) | 0.6 | -6 | 2 | 0 | 4
23 | CCc1ccc(NC(=O)C2CCN(S(=O)(=O)c3c(C)noc3/C=C/N(C)C)CC2)cc1 | 1.1 | -5 | 2 | -4 | -1
24 | CC1CN(C2CCN(S(=O)(=O)Cc3ccccc3)CC2)CC(C)O1 (centres undefined) | 2.3 | -1 | -3 | 0 | 6

cpd | M5 PAM | CHRM4 agonist | M1 PAM parental | M4 PAM
17 | 0 | 0 | 11 | -3
18 | -7 | 8 | 4 | 5
19 | -5 | 7 | 13 | -3
20 | -1 | 1 | 2 | -10
21 | 8 | -3 | 13 | 13
22 | 13 | 1 | 7 | 0
23 | -4 | 1 | -4 | 4
24 | -4 | 0 | 14 | 1

Next section:
cpd | compound | M1 ag parental | CHO-K1 Ca antag | CHRM5 agonist | CHRM4 antagonist | M5 antag
25 | CCOC(=O)CCc1c(C)nc2cc(-c3ccc(Cl)cc3)[nH]n2c1=O | 0.3 | -18 | -10 | -8 | -7
26 | CCN(CC(=O)NCc1cccs1)C(=O)c1ccc(-c2ccc(F)cc2)o1 | 1.6 | -13 | -2 | 1 | 13
27 | COC(=O)N/N=C(C)/C=C/c1ccccc1 | -0.3 | 0 | -1 | -9 | 2
28 | COc1ccc(CN2CCC(C(=O)c3ccc(Cl)cc3)CC2)cc1 | 0.7 | -3 | -18 | -9 | 7
29 | N#C/C(=C\c1c(N2CCCCCC2)nc2ccccn2c1=O)C(N)=O | 1.3 | 14 | -2 | -1 | 2
30 | COc1ccc(C(=O)Nc2cccnc2)cc1S(=O)(=O)N1CCOCC1 | 0.2 | 10 | 0 | -4 | 11
31 | CCOC(=O)C1=NN(c2cccc(Cl)c2)C2=NC(C)=C(C(=O)OC)C(c3cccs3)N12 (centres undefined) | 0.9 | 1 | -3 | 6 | 2
32 | S=c1[nH]nc(C2(c3ccccc3)CCCC2)o1 | 0.8 | 1 | -1 | -10 | 10

cpd | M5 PAM | CHRM4 agonist | M1 PAM parental | M4 PAM
25 | 6 | 1 | 27 | 10
26 | -6 | 5 | 24 | 6
27 | -1 | 0 | -6 | -3
28 | -9 | 2 | 6 | -5
29 | -4 | 4 | -3 | -4
30 | 20* | 1 | -3 | 4
31 | -1 | 0 | 22 | 0
32 | 0 | 0 | 12 | -3

(continued)
cpd | compound | M1 ag parental | CHO-K1 Ca antag | CHRM5 agonist | CHRM4 antagonist | M5 antag
33 | CSCCC(NC(=O)c1ccccc1Cl)C(=O)N1CCN(C(C)=O)CC1 (centres undefined) | -0.1 | -8 | 2 | 6 | 7
34 | O=C(O)C1CC=CCC1C(=O)NCCc1cccc(Cl)c1 (centres undefined) | 0.5 | -5 | -4 | -19 | 9
35 | O=C(Nc1cccc(Br)c1)c1ccc(Cl)c(S(=O)(=O)N2CCOCC2)c1 | 14 | 5 | 10 | 10 | 9
36 | CCC(=O)Nc1c(-c2ccccc2Cl)c(=O)c2ccccc2n1C | 0.7 | -12 | -1 | -9 | 2
37 | O=S(=O)(NCc1ccco1)c1ccc2c(c1)Cc1ccccc1-2 | 0.5 | 0 | -5 | 1 | 1
38 | COc1ccc(/C=C(\C#N)C(=O)OCC(=O)NC2CC2)cc1 | -0.2 | 6 | 2 | 1 | 0
39 | COc1cc(C=c2c3ccccc3n3c2cc(-c2ccccc2)[n+]3C)cc(OC)c1OC | 0.9 | -9 | -3 | 11 | 15
40 | CSc1nc(C)c(Cc2ccccc2)c(=O)[nH]1 | 0.2 | 8 | -8 | -1 | 5

cpd | M5 PAM | CHRM4 agonist | M1 PAM parental | M4 PAM
33 | -4 | 2 | 10 | 2
34 | -8 | 1 | -7 | -1
35 | -22 | 20 | -13 | 0
36 | 0 | 0 | 8 | 6
37 | 2 | 1 | 12 | 2
38 | 5 | 1 | 13 | 2
39 | 0 | 3 | 13 | -7
40 | -15 | 1 | 6 | 2

Overlap with the part before: 7 entries, then new ones.
cpd | compound | M1 ag parental | CHO-K1 Ca antag | CHRM5 agonist | CHRM4 antagonist | M5 antag
34 | O=C(O)C1CC=CCC1C(=O)NCCc1cccc(Cl)c1 (centres undefined) | 0.5 | -5 | -4 | -19 | 9
35 | O=C(Nc1cccc(Br)c1)c1ccc(Cl)c(S(=O)(=O)N2CCOCC2)c1 | 14 | 5 | 10 | 10 | 9
36 | CCC(=O)Nc1c(-c2ccccc2Cl)c(=O)c2ccccc2n1C | 0.7 | -12 | -1 | -9 | 2
37 | O=S(=O)(NCc1ccco1)c1ccc2c(c1)Cc1ccccc1-2 | 0.5 | 0 | -5 | 1 | 1
38 | COc1ccc(/C=C(\C#N)C(=O)OCC(=O)NC2CC2)cc1 | -0.2 | 6 | 2 | 1 | 0
39 | COc1cc(C=c2c3ccccc3n3c2cc(-c2ccccc2)[n+]3C)cc(OC)c1OC | 0.9 | -9 | -3 | 11 | 15
40 | CSc1nc(C)c(Cc2ccccc2)c(=O)[nH]1 | 0.2 | 8 | -8 | -1 | 5
41 | CC(c1nnc(SCC(=O)Nc2cccnc2Cl)n1-c1ccccc1)N(C)C (centres undefined) | 0.1 | -4 | 2 | -1 | -1
42 | CCOc1ccc(N(CC(=O)NCc2ccc(C)cc2)S(=O)(=O)c2c(C)[nH]c(=O)[nH]c2=O)cc1 | 0.2 | -5 | -3 | 1 | 16
43 | CC(=O)Nc1oc(-c2cccc3ccccc23)nc1C#N | 1.6 | -12 | 2 | -9 | 0
44 | CC(C)CN1CCC1(C)C(=O)Nc1cc(-c2ccccc2)nn1C (centres undefined) | 0.6 | -12 | -1 | 3 | -4
45 | COc1cc(C(=O)NCCSc2ccc(Br)cc2)cc(OC)c1OC | 5.5 | -3 | -1 | -9 | 19
46 | O=C(CNC(=S)N(Cc1ccccc1)Cc1cccnc1)NC1CCCCC1 | 0.8 | 0 | 0 | -4 | 2
47 | CN(C)S(=O)(=O)c1cc(NC(=O)CSc2cccc[n+]2[O-])ccc1Cl | 0.6 | -15 | 2 | -3 | 12
48 | O=C(Nc1ccccc1Oc1ccccc1)c1cccs1 | -1.0 | -13 | -10 | 0 | 8
49 | COC(=O)c1cc(COc2ccc3c(c2)oc(=O)c2ccccc23)c(C)o1 | 1.1 | -6 | -4 | 5 | 1
50 | Cc1[nH]nc2c1C(c1cn[nH]c1-c1ccc(F)cc1)C(C#N)=C(N)O2 (centres undefined) | 0.4 | -9 | -1 | 8 | -12

cpd | M5 PAM | CHRM4 agonist | M1 PAM parental | M4 PAM
34 | -8 | 1 | -7 | -1
35 | -22 | 20 | -13 | 0
36 | 0 | 0 | 8 | 6
37 | 2 | 1 | 12 | 2
38 | 5 | 1 | 13 | 2
39 | 0 | 3 | 13 | -7
40 | -15 | 1 | 6 | 2
41 | -3 | 0 | 12 | 3
42 | -8 | 0 | 6 | -5
43 | 3 | 5 | 12 | 7
44 | -5 | 1 | 20 | -1
45 | -14 | 12 | 17 | -3
46 | -3 | 2 | 12 | 1
47 | 0 | 1 | 26 | 5
48 | -5 | -1 | 1 | -8
49 | -1 | 1 | 15 | 0
50 | -3 | 2 | 1 | 11
